PMI act satM6P: increases human PMI activity with near-saturating mannose 6-phosphate; P34949; coupled PMI enzyme assay, resazurin fluorescence, 20 min; active compounds read high; 1 = untreated enzyme, 0 = substrate-free blank; activation factor at 20 µM; 190,000 tested, 0.34% active; AID 1216;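 active means activation factor of 2 or more at 20 µM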
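Material: human phosphomannose isomerase with PGI, G6PDH, diaphorase coupling enzymes / Reagent: Man-6-P substrate 1.0 mM / Dosing: single compound dose of 20 µM, 1% DMSO final / Incubation: enzyme reaction with compound 20 min at room temperature / Signal: resorufin fluorescence (Ex 544/Em 590 nm) from resazurin via diaphorase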
FLuc inhib CS: counter-screen for luciferase assay inhibitors: firefly luciferase inhibition; P08659; ATPLite firefly luciferase biochemical luminescence, 10 min; inhibition, % at 10 µM; 200,000 tested, 1.5% active;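 active means inhibition above about 50% when tested at 10 µM, limit read from the data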
bIAP activator: intestinal alkaline phosphatase (bovine) activation; 200,000 tested, 0.17% active; purified bovine IAP, CDP-star luminescence, 30 min; active compounds read high; fold of DMSO-control signal, blank-subtracted; activation factor at 20 µM;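 active means activation factor of 2 or more at 20 µM, a signal rise over negative controls twice the positive control's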
APP 5'UTR act: APP 5'UTR luciferase reporter activation | 190,000 tested, 1% active | SH-SY5Y APP 5'UTR luciferase reporter, luminescence; zero percent = DMSO vehicle wells | activation, % at 2 µM;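 active means activation above a set limit, based on mean plus 3 SD of controls, cut at about 140% in these data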; further: values of inactives mirror those of a sister screen read the other way
TNAP inh no acc: inhibitors of human TNAP without phosphate acceptor. P05186. purified TNAP, CDP-star luminescence, 30 min. inhibition, % at 20 µM. 200,000 tested, 0.26% active. AID 1012;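 active means tissue-nonspecific alkaline phosphatase inhibition above about 50% at 20 µM in the single-dose screen, limit read from the data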;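 further: 0% = DMSO negative control and 100% = EDTA positive control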
Target sequence (P05186 whole entry, looked up): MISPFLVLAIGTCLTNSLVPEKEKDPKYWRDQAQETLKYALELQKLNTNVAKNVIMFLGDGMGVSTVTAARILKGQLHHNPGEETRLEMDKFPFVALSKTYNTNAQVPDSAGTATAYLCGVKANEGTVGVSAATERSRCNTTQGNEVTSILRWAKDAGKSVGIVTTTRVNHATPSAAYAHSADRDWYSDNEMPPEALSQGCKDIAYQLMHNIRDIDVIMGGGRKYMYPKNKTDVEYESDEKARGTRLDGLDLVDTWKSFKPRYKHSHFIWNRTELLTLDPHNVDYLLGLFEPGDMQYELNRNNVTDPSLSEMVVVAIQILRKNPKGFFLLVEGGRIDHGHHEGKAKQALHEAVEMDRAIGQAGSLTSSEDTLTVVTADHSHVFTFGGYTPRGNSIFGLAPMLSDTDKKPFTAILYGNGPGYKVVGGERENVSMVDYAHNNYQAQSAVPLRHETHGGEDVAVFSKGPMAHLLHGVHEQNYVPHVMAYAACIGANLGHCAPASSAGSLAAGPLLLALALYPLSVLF
TNAP act hi DEA: increases human TNAP activity under high phosphate acceptor concentration; P05186; purified TNAP, CDP-star luminescence, 1 M DEA, 30 min; active compounds read high; 0 = EDTA background, 1 = DMSO-only activity; activation factor at 20 µM; 200,000 tested, under 10 active;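 active means activation factor at least 2 at 20 µM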
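Test system – human TNAP · Doses – 20 µM single point · Incubation – 30 min, room temperature · Signal – luminescent substrate turnover signal · Read-out basis – activation factor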
TNAP inh hiacc: blocks human TNAP under high phosphate acceptor concentration; P05186; purified TNAP, CDP-star luminescence, 1 M DEA; inhibition, % at 20 µM; 200,000 tested, 0.03% active; AID 1135;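 active means over 50% inhibition of tissue-nonspecific alkaline phosphatase at 20 µM in the single-dose screen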;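 further: plate controls were DMSO wells for no effect and EDTA-quenched wells as full inhibition for full effect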
PMI activator: increases human mannose-6-phosphate isomerase activity. P34949. purified human PMI, coupled resazurin fluorescence, 20 min; active compounds read high; 1 = vehicle control, 0 substrate-free wells. activation factor at 20 µM. 190,000 tested, 0.005% active;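 active means activation factor of 2 or more at 20 µM, relative to plate controls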
FLuc stim CS: affects firefly luciferase, flagging false hits in luciferase stimulation screens; P08659; ATPlite luciferase biochemical, luminescence, 10 min; 0 = ATP-free wells, 1 = DMSO control; activation factor at 10 µM; 200,000 tested, under 10 active;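 active means luciferase activation factor, scaled between plate controls, of at least 2 with compound at 10 µM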
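Assay system: Luciferase/luciferin detection reagent, cell-free biochemical luciferase assay / Read-out: luciferase activation / Benchmarks: No-ATP low control, compound-free enzyme-plus-ATP high control / Medium: PBS buffer for ATP / Detection: luminescence measurement of luciferase light output / Schedule: 10 min at ambient temperature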
NF-kB neuron act: compounds increasing NF-kB expression in human neuronal cells; fold change at 12.5 µM; 190,000 tested, 1.6% active; NF-kB reporter expression; active compounds read high; in the data active means fold change above about 3.3
Active calls of the source: *; . = no result given.

cpd	canonical_smiles	PMI act satM6P	FLuc inhib CS	bIAP activator	APP 5'UTR act	TNAP inh no acc
1	Cc1nn(-c2ccccc2)c(N)c1C(c1ccccc1)c1c(C)nn(-c2ccccc2)c1N	0.8	2	0.9	-13	-8
2	O=C(C1CCCN(Cc2cccs2)C1)N1CCCCCC1 (configuration not stated)	1	-6	0.9	6	-16
3	Cc1ccc(S(=O)(=O)N2CCN(C(=O)N3CCOCC3)C2c2ccc(N(C)C)cc2)cc1 (configuration not stated)	0.9	-3	0.9	-8	-8
4	Cc1ccc(C2=NNC(=O)C(P(=O)(c3ccccc3)c3ccccc3)C2)cc1 (configuration not stated)	1.1	-4	1.1	-4	-10
5	O=C(Cn1cnc2ccccc21)N/N=C/C(Br)=C/c1ccccc1	1	-1	0.9	-3	2
6	COC(=O)CC1C(=O)NCCN1C(=O)CSc1nc2ccccc2o1 (configuration not stated)	1.2	-5	1.1	-11	-6
7	COc1ccccc1-c1noc(-c2ccco2)n1	1	27	0.9	118	-12
8	COc1ccc(CN=C2NN=C(c3ccccc3)CS2)cc1	1	3	1.1	39	-14
9	O=C(COc1cccc(C(F)(F)F)c1)NCCCN1CCCC1=O	1	-6	1	-6	-14
10	CCN1CCc2c(OCc3ccc(C(=O)OC)o3)cccc2C1=O	1.1	1	1	8	-9
11	Cc1cc(C)n(CCNC(=O)CC2C(=O)NCCN2CC2CCCCC2)n1 (configuration not stated)	.	-10	1	-4	-12
12	O=C(CNC(=S)N(Cc1ccc(F)cc1)C1CCCCC1)NCCN1CCOCC1	1	-9	1.1	22	-20

cpd	TNAP act hi DEA	TNAP inh hiacc	PMI activator	FLuc stim CS	NF-kB neuron act
1	1	2	0.9	1	1.2
2	1	-4	1	1.1	1.1
3	1	-2	0.9	1	1.2
4	1.1	-6	1.1	1	1.3
5	1	4	0.9	1	1.4
6	1	-2	1.2	1	1.2
7	1	-3	1	0.7	2.6
8	1	-3	0.9	1	1.5
9	1.1	-6	0.9	1.1	0.97
10	1	0	1.1	1	1.4
11	1.1	-5	.	1.1	1.2
12	1.1	-7	1.1	1.1	1.1

A second format for part of the listing above.
[11] Cc1cc(C)n(CCNC(=O)CC2C(=O)NCCN2CC2CCCCC2)n1 (configuration not stated)
  PMI act satM6P: .; FLuc inhib CS: -10; bIAP activator: 1; APP 5'UTR act: -4; TNAP inh no acc: -12; TNAP act hi DEA: 1.1; TNAP inh hiacc: -5; PMI activator: .; FLuc stim CS: 1.1; NF-kB neuron act: 1.2

[12] O=C(CNC(=S)N(Cc1ccc(F)cc1)C1CCCCC1)NCCN1CCOCC1
  PMI act satM6P: 1; FLuc inhib CS: -9; bIAP activator: 1.1; APP 5'UTR act: 22; TNAP inh no acc: -20; TNAP act hi DEA: 1.1; TNAP inh hiacc: -7; PMI activator: 1.1; FLuc stim CS: 1.1; NF-kB neuron act: 1.1

Back to the main list with the 7 entries that preceded the break.
cpd	canonical_smiles	PMI act satM6P	FLuc inhib CS	bIAP activator	APP 5'UTR act	TNAP inh no acc
6	COC(=O)CC1C(=O)NCCN1C(=O)CSc1nc2ccccc2o1 (configuration not stated)	1.2	-5	1.1	-11	-6
7	COc1ccccc1-c1noc(-c2ccco2)n1	1	27	0.9	118	-12
8	COc1ccc(CN=C2NN=C(c3ccccc3)CS2)cc1	1	3	1.1	39	-14
9	O=C(COc1cccc(C(F)(F)F)c1)NCCCN1CCCC1=O	1	-6	1	-6	-14
10	CCN1CCc2c(OCc3ccc(C(=O)OC)o3)cccc2C1=O	1.1	1	1	8	-9
11	Cc1cc(C)n(CCNC(=O)CC2C(=O)NCCN2CC2CCCCC2)n1 (configuration not stated)	.	-10	1	-4	-12
12	O=C(CNC(=S)N(Cc1ccc(F)cc1)C1CCCCC1)NCCN1CCOCC1	1	-9	1.1	22	-20
13	O=C(CN1C(=O)C2(OCCCO2)c2ccccc21)NCCc1ccccc1	1	1	1	-9	-5
14	O=C(NCCc1cnn(-c2ccccc2)c1)c1cc(COc2c(F)cccc2F)on1	0.9	-8	0.9	17	-13
15	O=C(O)CCc1ccc(-c2cccs2)n1-c1ccc(C(=O)O)cc1	1	-5	0.9	.	-14
16	Cc1ccc(C2NC(=O)NC3=C2CCc2ccccc23)cc1 (configuration not stated)	0.6	36	0.9	79	-23
17	C=CCSc1nc2nc(C)cc(C)n2n1	1	-7	0.9	-4	-13
18	O=C(CSc1ccc(Cl)cc1)Nc1ccc(-c2nc3ccccc3[nH]2)cc1	1	-4	1.2	6	-9
19	CN(C)C(=S)Nc1cccc(-c2n[nH]c(=S)o2)c1	0.9	-3	1	0	3
20	O=c1c2c3c(sc2n(CCN2CCCCC2)c(=O)n1Cc1ccco1)CCCCC3	0.9	-5	1.1	11	-2
21	O=C(COC(=O)c1cccnc1Cl)Nc1ccccc1OC(F)F	1	-1	1.2	3	-4
22	CC(=O)c1cc(C(=O)c2ccccc2)sc1Nc1ccccc1	0.7	0	1	13	-11
23	O=C1c2cccc3c([N+](=O)[O-])ccc(c23)C(=O)N1c1ccc(Cl)cn1	0.9	-6	1	-78	-9
24	COC(=O)c1ccccc1NC(=O)CNC(=O)c1ccc(OC)cc1	1	-8	0.9	-2	-3

cpd	TNAP act hi DEA	TNAP inh hiacc	PMI activator	FLuc stim CS	NF-kB neuron act
6	1	-2	1.2	1	1.2
7	1	-3	1	0.7	2.6
8	1	-3	0.9	1	1.5
9	1.1	-6	0.9	1.1	0.97
10	1	0	1.1	1	1.4
11	1.1	-5	.	1.1	1.2
12	1.1	-7	1.1	1.1	1.1
13	1	2	1	1	1.2
14	1.1	-10	0.8	1.1	1.6
15	1.1	-7	1	1.1	1.1
16	1	0	0.9	0.6	0.76
17	1.1	-8	0.9	1.1	1
18	1	0	1.1	1	1.4
19	1	-2	0.8	1	1.1
20	1	-4	0.9	1	0.94
21	1	-5	1	1	1.3
22	1	3	0.8	1	1.7
23	1	-4	1	1.1	0.3
24	1	-4	1.1	1.1	1.4

Entries above that have an NH in an aromatic ring:
cpd	canonical_smiles	PMI act satM6P	FLuc inhib CS	bIAP activator	APP 5'UTR act	TNAP inh no acc
18	O=C(CSc1ccc(Cl)cc1)Nc1ccc(-c2nc3ccccc3[nH]2)cc1	1	-4	1.2	6	-9
19	CN(C)C(=S)Nc1cccc(-c2n[nH]c(=S)o2)c1	0.9	-3	1	0	3

cpd	TNAP act hi DEA	TNAP inh hiacc	PMI activator	FLuc stim CS	NF-kB neuron act
18	1	0	1.1	1	1.4
19	1	-2	0.8	1	1.1

Assay outcomes deposited in PubChem by several laboratories.
